Screens (PubChem)
GalR3 antagonist: blocks the human galanin receptor 3; O60755; inhibition, % at 3 µM; HEK293 GalR3-CNG cAMP membrane potential fluorescence; galR3 body fused to GalR1 C-terminus; actives 0.44% (n = 360,000);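 active means inhibition above the screen-wide average plus 3 SD, cut at about 13% in these data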;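 further: forskolin and galanin both at EC90 stimulate the cells; cAMP rise reported by CNG channel membrane potential dye signal; 0% = forskolin plus galanin with DMSO and 100% = forskolin alone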
Target sequence (O60755 1-299 limits assumed): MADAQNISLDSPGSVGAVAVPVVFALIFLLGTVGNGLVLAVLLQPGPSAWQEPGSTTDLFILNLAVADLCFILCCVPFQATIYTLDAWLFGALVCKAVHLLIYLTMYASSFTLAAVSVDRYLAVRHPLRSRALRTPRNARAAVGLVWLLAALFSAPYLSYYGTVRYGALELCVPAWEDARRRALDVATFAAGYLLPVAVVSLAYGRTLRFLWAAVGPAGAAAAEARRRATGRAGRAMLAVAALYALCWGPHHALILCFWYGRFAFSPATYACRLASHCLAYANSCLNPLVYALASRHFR
Active calls of the source: *. This is a subset. The share of hits here may be higher or lower than overall.

SMILES	GalR3 antagonist
CC1(CSc2ccccc2)CC(=O)N1 (stereo not drawn)	21*
COc1ccc(NC(C)=O)cc1NC(=O)c1c(C)noc1C	-5
COC(=O)[C@]12CCCCC=C1N(CCc1ccc(OC)c(OC)c1)C(=O)[C@H](CC(=O)NCc1ccc(C)o1)C2	-7
O=C1NC(=S)S/C1=C\c1cc(Cl)ccc1Cl	-2
CCCCC(=O)N1C(C)CCC1C (stereo not drawn)	-3
COc1cccc(CNS(=O)(=O)c2ccccc2Br)c1	-8
CCCn1c(C)cc(C(=O)COC(=O)c2cc(=O)[nH]c3ccccc23)c1C	-4
COc1ccccc1C=NN1CCCCCC1	-4
COc1cc(C)c2c(c1OC)C(=O)CC2	-7
CC(C)NC(=O)N(C)C[C@H]1Oc2cc(C#Cc3ccc(F)cc3)ccc2S(=O)(=O)N([C@H](C)CO)C[C@H]1C	-1
COc1ccc(NS(=O)(=O)c2cc(N=Nc3c(O)[nH]c(=O)[nH]c3=O)ccc2OC)cc1Br	-10
CN(c1ccccc1)S(=O)(=O)c1ccc(C(=O)Nc2cccc(S(=O)(=O)N3CCOCC3)c2)cc1	-5
O=C(O)c1ccccc1-c1ccccc1C(=O)Nc1ccc2oc(=O)c3ccccc3c2c1	-2
C(=NOCCc1ccccc1)c1ccncc1	-5
Cc1ccc(CN(C)C(=O)c2cccc(S(=O)(=O)N3CCN(c4ccccc4)CC3)c2)cc1	1
C[C@]12c3[nH]c4ccc(Cl)cc4c3CCN1C(=O)[C@@H](CC(=O)NCCC1=CCCCC1)C[C@@H]2C(=O)N1CCCCC1	-5
Nc1[nH]c(C(=O)c2ccccc2)c(-c2ccc(Cl)cc2Cl)c1C(=O)c1ccc(Br)cc1	-5
CCCn1nc(C(=O)Nc2cc(OCC)c(N3CCOCC3)cc2OCC)c2ccccc2c1=O	-1
COC(=O)C1=CN(c2ccc(N3CCOCC3)cc2)C(N)=C(C#N)C1c1ccccc1 (stereo not drawn)	-4
CCc1ccc(OCC(=O)NNCC(=O)Nc2ccc(OC)cc2)cc1	-3
O=C(C=Cc1cccc(Cl)c1)c1ccccc1	-4
Nc1nc2c(ncn2[C@@H]2O[C@H](C(=O)NCCCN3CCCC3=O)[C@@H](O)[C@H]2O)c(=O)[nH]1	-7
Cc1nc2[nH]c(=O)n(O)c(=O)c2s1	-7
O=C1C=C(OCCF)CC(c2cccc(Cl)c2)O1 (stereo not drawn)	-7
CCCCCCN1C[C@H](O)[C@@H](n2cc(C3CC3)nn2)C[C@@H]1c1ccc(C)cc1	-5
SMILES	GalR3 antagonist
CCN(C(=O)COC(=O)c1ccc2ccccc2n1)c1c(N)n(Cc2ccccc2)c(=O)[nH]c1=O	-2
COc1ccc(CC(=O)Nc2cc(S(=O)(=O)N3CCOCC3)ccc2N2CCCC2)cc1	-6
COc1cc(N2C[C@@]3(O)CC[C@@H](O)[C@@H](OC)[C@@H]3[C@@](C)(O)[C@@H]2CC=C(C)C)cc(OC)c1OC	-7
O=C(O)CN1C(=O)C=CC1=O	-5
CN(CCc1ccccc1)C(=O)c1ccc(NC(=O)Cc2ccc(NC(=O)C3CCN(C(=O)C4CCCCC4)CC3)cc2)cc1	-6
O=C(Nc1c(-c2ccccc2)[nH][nH]c1=O)c1cccc(C(F)(F)F)c1	-5
CC(=O)c1ccc(Nc2nc(C(N)Cc3ccc(N)cc3)cs2)cc1 (stereo not drawn)	-9
O=C1c2ccccc2C(c2nc3ccccc3[nH]2)N1c1ccccn1 (stereo not drawn)	-5
Cc1ccc(S(=O)(=O)N2C[C@H]3[C@H]4C(=O)N(c5ccccc5)C(=O)[C@H]4C[C@H](OC(=O)NC4CCCC4)[C@@]3(O)C2)cc1	-7
O=C(Nc1ccc(F)cc1F)c1ccc2c(=O)n3c(nc2c1)CCC3	-1
Cc1cccc(C)c1NC(=O)C1(C)CSCC(=O)N1Cc1cccc(F)c1 (stereo not drawn)	-5
CCCNC(=O)C1(C)CCCN(Cc2csc(-c3ccccc3)n2)C1 (stereo not drawn)	-8
CCC/C=C/c1ccc(CN2C(C)C(=O)N(Cc3cn(Cc4ccco4)nn3)CCS2(=O)=O)cc1 (stereo not drawn)	-8
COc1cccc(CNC(=O)[C@H]2CCCN2C(=O)[C@H]2CCCN2C(=O)c2cc(F)cc(F)c2)c1	-4
CCNC(=O)C1(C)CCN(C(=O)c2cccc(OC(C)=O)c2C)C1 (stereo not drawn)	-2
CC(=O)Nc1ccc(CN(C)c2c(C)nc3ccc(C(=O)N(C)Cc4ccccc4)cn23)cc1	-6
O=C(OCc1cc([N+](=O)[O-])cc2c1OCOC2)c1cccnc1SC(F)F	-2
CCCCC[C@@H](C)N1C[C@@H](COCc2ccccc2)Oc2cc(N3CC[C@H](N(C)C)C3)ccc2S1(=O)=O	-3
COc1cc(C(=O)NCC(c2cccs2)N2CCOCC2)ccc1OCc1ccccc1 (stereo not drawn)	-4
Cc1ccc(OC(=O)c2ccc3c(=O)n4c(nc3c2)CCC4)cc1	-3
Cc1cc2c(cc1C)NC(=O)CC(c1ccccc1)=N2	-7
O=C(COC(=O)c1c[nH]c2ccccc12)NCc1ccccc1	-6
CNC(=O)OCc1nc(SSC(C)(C)C)n(C)c1COC(=O)NC	-1
COc1ccc(N2CCN(CCCn3cnc4c(OC)ncnc43)CC2)cc1	-7
CCCN(C)C1CN(Cc2cn(CCCOC)nn2)S(=O)(=O)C1 (stereo not drawn)	-5
SMILES	GalR3 antagonist
CCOC(=O)/C=C1/SCC(=O)N1Cc1ccc(Br)cc1	-6
OC(c1ccc(Cl)cc1)c1ncc(-c2ccccc2Cl)[nH]1 (stereo not drawn)	-6
CCCCn1c(N)c(N(CCOC)C(=O)CN2C(=O)NC3(CC(C)CC(C)(C)C3)C2=O)c(=O)[nH]c1=O (stereo not drawn)	-7
Cc1noc(C)c1S(=O)(=O)Nc1ccc2c(c1)C(=O)N([C@H](C)CO)C[C@H](C)[C@H](CN(C)S(=O)(=O)c1ccc(Cl)cc1)OCCCC[C@@H](C)O2	-7
O=C(c1ccc(F)cc1)N1CCC(C(=O)N2CCCc3ccccc32)CC1	-3
CC(C)CN1CC(Br)C(=O)NC1=O (stereo not drawn)	-7
CCc1nn(CC(=O)NCCCN2CCOCC2)c(=O)c2cc3c(OC)cccc3n12	-2
COC(=O)C[C@H](NC(=O)Cn1cc(C)c(=O)[nH]c1=O)C(=O)OC	0
O=C(NCCN1CCOCC1)c1cc(-c2ccccc2)nc2ccccc12	-4
NC(Cc1ccc(Cl)cc1)c1csc(Nc2ccc(C(F)(F)F)cn2)n1 (stereo not drawn)	-4
COc1cccc(Nc2nc(C(N)COCc3ccccc3)cs2)n1 (stereo not drawn)	-7
COc1cccc(NC(=O)C2(C)CCN2C(=O)CC2CC2)c1 (stereo not drawn)	-8
CCN(CC)C(=O)C1=C(C)N(Cc2ccc(F)cc2)C(=O)C(CC(=O)NCCCN(C)C)C1 (stereo not drawn)	-4
COc1cc(N)c2ncccc2c1Br	-4
CC(=O)C1=CCC(c2ccccc2)N(Cc2ccccc2)C1 (stereo not drawn)	-8
C#CCN1CC(COc2ccccc2)OCCS1(=O)=O (stereo not drawn)	-5
C[C@H](O)[C@@H]1C(=O)N2CCc3c([nH]c4c(-c5ccccc5)cccc34)[C@@H]2C[C@@H]1N(C)CC1CCCCC1	-2
OC1CC2CCC(C1)N2CCCN1c2ccccc2Sc2ccc(Cl)cc21 (stereo not drawn)	-10
CNc1cncc(-c2ccc(O)cc2)n1	-8
CCCCCCCCNCCS(=O)(=O)NCc1ccccc1OC	-5
CC(C)(C)OC(=O)N1C[C@@]23C[C@H](c4cccc(F)c4)[C@@H](C[C@@H]2S1(=O)=O)O3	-6
CCOC(=O)C1=CCN(S(=O)(=O)c2ccccc2Br)C1c1ccc(F)cc1 (stereo not drawn)	-7
COC(=O)[C@H]1C[C@H]2[C@@H]3CC[C@H]4C[C@@H](OC)CC[C@]4(C)[C@H]3CC[C@]2(C)[C@@]2(CCCO2)O1	-6
COc1cc(NC(=O)[C@@H](Cc2ccccc2)NC(=O)[C@H]2O[C@@H](n3ccc(N)nc3=O)[C@H](O)[C@@H]2O)cc(OC)c1OC	-6
O=C(NCc1ccc(F)cc1)c1cc(C2CCCCN2S(=O)(=O)c2ccc(F)cc2F)on1 (stereo not drawn)	-5

Sorted by value in GalR3 antagonist (largest number first): three of the compounds above.
| mol | GalR3 antagonist |
| --- | --- |
| O=C(NCc1ccc(F)cc1)c1cc(C2CCCCN2S(=O)(=O)c2ccc(F)cc2F)on1 (stereo not drawn) | -5 |
| COc1cc(NC(=O)[C@@H](Cc2ccccc2)NC(=O)[C@H]2O[C@@H](n3ccc(N)nc3=O)[C@H](O)[C@@H]2O)cc(OC)c1OC | -6 |
| COc1cccc(NC(=O)C2(C)CCN2C(=O)CC2CC2)c1 (stereo not drawn) | -8 |

Some of the entries so far, in markdown.
| smiles | GalR3 antagonist |
| --- | --- |
| O=C(c1ccc(F)cc1)N1CCC(C(=O)N2CCCc3ccccc32)CC1 | -3 |
| CC(C)CN1CC(Br)C(=O)NC1=O (stereo not drawn) | -7 |

Carrying on.
SMILES	GalR3 antagonist
CC(C)N(C(=O)[C@H]1C[C@H](CC(=O)NCCCn2ccnc2)C(=O)N2CCc3c([nH]c4cc(CCC(=O)N(C)C)ccc34)[C@]12C)C(C)C	1
CC(C)(C)CCN1CCC(CN2CCNC2=S)CC1	-6
OC(c1cc(Cl)cc(Cl)c1)c1ncc(-c2ccccc2F)[nH]1 (stereo not drawn)	-5
CCC(C(=O)NCc1ccccc1)n1c(C2CCN(C(C)=O)CC2)nc2ccccc21 (stereo not drawn)	-5
CCN1C(=O)[C@@H]2[C@@H]3CN(S(=O)(=O)c4ccccc4C)[C@@H](c4ccc(Cl)cc4)[C@@H]3C(=O)C[C@@H]2C1=O	-7
CCOC(=O)C1=C(C#N)C(C(=O)OCC)c2ncccc21 (stereo not drawn)	-3
O=C(CC1(O)C(=O)Nc2ccc(Br)cc21)c1ccccc1 (stereo not drawn)	-7
O=C(CN1CCN(c2cccc(C(F)(F)F)c2)CC1)Nc1ccc2c(c1)OCCCO2	-4
CNC(=O)c1ccsc1NC(=O)CS(=O)(=O)c1ccc(F)cc1	-8
Oc1c(CN2CCOCC2)ccc(CN2CCOCC2)c1O	-1
O=C(NCCC(F)(F)F)C1Cc2c(-c3cccc(F)c3)ccnc2O1 (stereo not drawn)	-5
CC(C)(C)OC(=O)N1CCC(C(=O)Nc2cccc(C(=O)NCc3ccccc3)c2)CC1	-5
C#CCN(C[C@@H]1[C@@H](OC(=O)NCC2CCCCC2)[C@@H](OC(=O)NCC2CCCCC2)Cn2c(=O)ccc(=O)n21)S(=O)(=O)c1ccc(C)cc1	-7
CCN1C[C@@H]2[C@@H]3C(=O)N(C)C(=O)[C@@H]3[C@](CC)(C1=O)N2C(=O)c1ccc(F)cc1	-1
C[C@@H]1CN([C@H](C)CO)C(=O)c2c(c3ccccc3n2C)-c2ccccc2CO[C@@H]1CN(C)C(=O)CCN(C)C	-4
CCOC(=O)C(=O)Cc1nc(OCc2ccccc2)cc(OCc2ccccc2)n1	-5
O=C1c2ccccc2C(c2nnnn2-c2ccc3c(c2)OCCO3)N1CCCn1ccnc1 (stereo not drawn)	3
O=C1c2ccccc2C(c2nnnn2Cc2ccccc2)N1Cc1ccco1 (stereo not drawn)	-6
COc1ccc(CCCNC(=O)C2Cc3c(-c4ccc(NC(C)=O)cc4)ccnc3O2)cc1 (stereo not drawn)	-6
O=C(NN=CC=Cc1ccccc1)C(O)C(O)C(=O)NN=CC=Cc1ccccc1 (stereo not drawn)	4
COC(=O)c1cc2c(c3c4ccccc4n(S(=O)(=O)c4ccc(C)cc4)c13)C(=O)N(CC(C)C)C2	-3
N#Cc1ccc(OCC(=O)Nc2cc(S(=O)(=O)N3CCOCC3)ccc2N2CCCC2)cc1	-5
CC1CN(Cc2ccco2)C(=S)N(c2ccccc2)C1=O (stereo not drawn)	2
COC(=O)C[C@@H]1C=C[C@@H](NC(=O)c2ccc3c(c2)OCO3)[C@@H](CO)O1	-4
CC(NC(=O)COC(=O)c1ccc2c(=O)n3c(nc2c1)CCCCC3)c1ccc(F)cc1 (stereo not drawn)	-7

Some of the entries so far, as a markdown table.
| mol | GalR3 antagonist |
| --- | --- |
| OC(c1cc(Cl)cc(Cl)c1)c1ncc(-c2ccccc2F)[nH]1 (stereo not drawn) | -5 |
| CCC(C(=O)NCc1ccccc1)n1c(C2CCN(C(C)=O)CC2)nc2ccccc21 (stereo not drawn) | -5 |
| CCN1C(=O)[C@@H]2[C@@H]3CN(S(=O)(=O)c4ccccc4C)[C@@H](c4ccc(Cl)cc4)[C@@H]3C(=O)C[C@@H]2C1=O | -7 |
| CCOC(=O)C1=C(C#N)C(C(=O)OCC)c2ncccc21 (stereo not drawn) | -3 |
| O=C(CC1(O)C(=O)Nc2ccc(Br)cc21)c1ccccc1 (stereo not drawn) | -7 |

Other entries
SMILES	GalR3 antagonist
COc1ccc(S(=O)(=O)NC(C(=O)OCC(=O)Nc2ccc(N3CCOCC3)cc2)C(C)C)cc1 (stereo not drawn)	-5
O=C(C(=O)N1CCC(CNC(=O)c2cccnc2Cl)CC1)c1cccs1	-2
CCN1CCN(c2ccc(NC(=O)c3ccc4c(c3)OCCO4)cc2C)CC1	-2
CC(C)Sc1nc(N)nc2c1ncn2C1OC(CO)C(O)C1O (stereo not drawn)	-1
COc1cc(/C=C/C(=O)OCC(=O)NCCc2ccc(S(N)(=O)=O)cc2)ccc1OCC#N	-5
Nc1ccc(-c2cc(NC=O)c3ncc(-c4cccc(C(F)(F)F)c4)n3c2)cn1	-6
O=C(N[C@H](C(=O)N1CCC[C@H]1C(=O)NC1CCCC1)c1ccccc1)c1ccc(Cl)cc1Cl	-8
CCCCN1C(=O)C(CC(=O)NCCCN(C)C)CC(C(=O)N(C)C)=C1C (stereo not drawn)	-5
CCCNC(=O)c1cc(C2CCCCN2C(=O)c2ccc(NC(C)=O)cc2)on1 (stereo not drawn)	-3
CCCCCCCCN1C(=O)[C@H](CC(=O)NCc2cccc(C(F)(F)F)c2)C[C@@]2(C(=O)OC)CC(C)(C)CC=C12	-7
CC1=CC(c2ccccc2)=NS(=O)(=O)N1	-4
CC(C)COC(=O)N(C)C[C@H]1OCc2cnnn2CCCC(=O)N([C@@H](C)CO)C[C@H]1C	-1
